Assay outcomes: PubChem BioAssay, several laboratories
14-3-3 Bad inh – disrupts binding of bovine 14-3-3 zeta to phospho-Bad peptide. P63103. TR-FRET 14-3-3zeta/Dy647-pBad peptide displacement, 1 h. 0.71% of 220,000 active. inhibition, % at 21.7 µM. AID 781;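 active means inhibition above about 70%, limit read from the data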;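 further: 0% = full 14-3-3 plus peptide FRET controls and 100% = background without 14-3-3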
Target sequence (P63103 whole entry, looked up): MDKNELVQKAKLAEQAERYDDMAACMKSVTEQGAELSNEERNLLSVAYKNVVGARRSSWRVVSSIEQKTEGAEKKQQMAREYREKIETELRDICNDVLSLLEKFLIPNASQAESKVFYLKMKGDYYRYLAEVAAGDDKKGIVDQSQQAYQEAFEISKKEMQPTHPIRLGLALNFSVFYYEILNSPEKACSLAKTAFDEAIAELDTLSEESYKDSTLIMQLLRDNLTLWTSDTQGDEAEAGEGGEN
TRPN1 ag – activates the zebrafish TRPN1 channel; HEK293 zebrafish TRPN1-YFP, Fluo-8 calcium fluorescence; 100% = response to 87 µM carbachol; activation, % at 3 µM; 0.18% of 220,000 active;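 active means activation above its plate's cutoff, the mean activation of test wells on that plate plus 3 SD, cut at about 19% in these data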;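 further: 0% = DMSO alone and 100% = 87 µM carbachol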
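Material: zebrafish TRPN1-YFP in HEK293 cells. Doses: one dose of 3 µM, 0.3% DMSO. Incubation: dye 1 h 37 °C plus 30 min RT. Measured by: intracellular calcium fluorescence with Fluo-8.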
CHOP inh – CHOP inhibition in unfolded protein response. inhibition, % at 10 µM. 3.8% of 220,000 active. AID 2732. CHO-K1 CHOP-promoter luciferase, tunicamycin-induced, 15-18 h;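 active means compounds that reduced the stress-induced luciferase reporter signal by more than about 70% of percent inhibition, limit read from the data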;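 further: 0% = tunicamycin plus vehicle and 100% = wells without tunicamycin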
EP2 modulator – modulates human prostaglandin E2 receptor EP2 signaling. P43116. EP2-expressing cells, cAMP HTRF FRET, PGE2 co-stimulation. induction, % at 25 µM. 0.83% of 260,000 active. AID 940;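 active means compounds whose cAMP rise, as percent of the full-agonist control response, exceeds 60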;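 further: rat C6 glioma line stably carrying human EP2 under a CMV promoter; the protocol text gives 20 µM as final concentration; 100% = response of wells given 1 µM PGE2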
NPY-Y1 PAM-ag – human NPY-Y1 potentiation or agonism, primary screen | 0.37% of 220,000 active | activation, % at 3.6 µM | NPY-Y1 expressing cells, potentiator/agonist activation | P25929; in the data active means activation above about 33%, passing the limit was not always enough;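 further: cells stimulated with NPY at EC10 then isoproterenol at EC100; 0% = low agonist plus stimulus and 100% = saturating agonist plus stimulus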
PPC-1+TRAIL kill – PPC-1 cancer cell killing with TRAIL present. PPC-1 cells + TRAIL, ATPLite viability luminescence. cell killing (% activity), % at 4 µM. 0.41% of 220,000 active;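 active means cell killing above 50% in the first pass at 4 µM, then a duplicate retest at 5 µM averaging 50% or more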;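 further: plate controls were cells with TRAIL plus DMSO for no effect and medium-only wells lacking cells for full effect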
PGE2 EP2 inh – EP2 receptor (human) inhibition; inhibition, % at 25 µM; 0.52% of 260,000 active; C6 glioma cells expressing human EP2, cAMP TR-FRET; cells stimulated with saturating PGE2;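 active means percent inhibition above 40 after rounding to a whole number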;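 further: rat C6 glioma host cells with rolipram phosphodiesterase inhibitor present; the protocol text gives 20 µM as final concentration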
TRPML3 agonist – human mucolipin-3 channel agonism; HEK293 TRPML3-YFP, Fluo-8 calcium fluorescence; 100% = the carbachol control signal; Q8TDD5; activation, % at 3 µM; 0.29% of 220,000 active;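 active means activation above its plate's cutoff, the mean activation of the plate's test wells plus 3 SD, cut at about 12% in these data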;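 further: 0% = DMSO only wells and 100% = carbachol wells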
Target sequence (Q8TDD5 whole entry, looked up): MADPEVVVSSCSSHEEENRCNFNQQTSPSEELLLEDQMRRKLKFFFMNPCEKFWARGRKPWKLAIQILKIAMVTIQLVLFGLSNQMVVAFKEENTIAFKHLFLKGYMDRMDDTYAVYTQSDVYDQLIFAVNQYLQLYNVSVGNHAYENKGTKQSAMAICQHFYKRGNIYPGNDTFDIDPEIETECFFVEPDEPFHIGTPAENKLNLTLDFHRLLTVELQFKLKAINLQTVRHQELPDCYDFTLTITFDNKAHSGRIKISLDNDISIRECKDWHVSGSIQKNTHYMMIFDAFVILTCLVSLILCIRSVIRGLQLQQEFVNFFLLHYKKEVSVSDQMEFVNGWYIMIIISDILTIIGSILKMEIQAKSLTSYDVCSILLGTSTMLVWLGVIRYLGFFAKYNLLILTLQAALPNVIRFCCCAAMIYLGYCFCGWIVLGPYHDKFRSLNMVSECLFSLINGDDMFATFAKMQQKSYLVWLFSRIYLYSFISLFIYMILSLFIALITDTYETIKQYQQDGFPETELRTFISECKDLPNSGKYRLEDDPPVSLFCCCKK
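Material: HEK293 cells stably carrying human TRPML3-YFP; compound dosing: single dose, 3 µM final nominal compound, 0.3% DMSO final; incubation: 1-h 37 °C dye load, 5-s basal, 120-s post-compound reads; technique: Fluo-8 intracellular calcium fluorescence, excitation 470-495 nm, emission 515-575 nm; read-out basis: percent activation from peak-to-basal fluorescence ratio, scaled between DMSO and carbachol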
NPY Y1 blocker – NPY-Y1 (human) receptor antagonism; inhibition, % at 3.6 µM; AID 1040; HEK293-CNG Y1 cells, membrane potential fluorescence; NPY at EC95, then isoproterenol; 1% of 200,000 active;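 active means inhibition above the campaign mean inhibition of all tested compounds plus 3 SD, cut at about 20% in these data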;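 further: 0% = DMSO wells given NPY plus isoproterenol and 100% = isoproterenol alone without NPY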
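material = HEK293 cells with Y1 receptor plus CNG channel | also added = NPY 25 nM then isoproterenol 1 µM plus Ro 20-1724 25 µM | schedule = dye 3 h, compound 60 min room temperature, stimulation 45 min | measured by = membrane potential fluorescence | benchmarks = high control isoproterenol alone, low control NPY with isoproterenol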
* = called active by the depositor; x = no result given; & = joins results of further samples; [ ] = dose if it differs, or a comment. Some of the compounds tested; rates above refer to the full screens.

Second line of a record: 14-3-3 Bad inh, TRPN1 ag, CHOP inh, EP2 modulator, NPY-Y1 PAM-ag, PPC-1+TRAIL kill, PGE2 EP2 inh, TRPML3 agonist, NPY Y1 blocker
COc1ccc(S(=O)(=O)N2CCOCC2)cc1C(=O)Nc1cc(C)on1
 : -9[fluorescence artefact?], -1.3, -7, 7, -14, 16, 8, -0.1, 10
CCc1nnc(NC(=O)C2CCC2)s1
 : 2[fluorescence artefact?], 1.5, 39, 39, 8, 30, 4, 0.2, 0
Cc1ccc(S(=O)(=O)NN2C(=O)/C(=C/c3cccs3)SC2=S)cc1
 : -3, 0.6, -6, -22, -17, -1, 13, 0.3, x
COC(=O)c1ccc(C(=O)OC)c(NC(=O)CN(C)Cc2cccc(Cl)c2Cl)c1
 : -22[fluorescence artefact?], 0.2, 32, 19, -20, 10, 11, 0.2, 3
CNC(=S)Nc1cc(C)ccc1OC(F)F
 : 6, -0.6, 24, 19, 9, -10, 5, 0.9, -1
Cc1cc(=O)n2[nH]c(C)c(-c3ccc(Cl)cc3)c2n1
 : 15, -0.8, -4, -6, -34, 9, 8, -0.2, 4
Cc1ccccc1OCC(=O)OCC(=O)Nc1ccc(S(N)(=O)=O)cc1
 : -8, 0.2, -3, -4, 10, 22, 3, 0.5, 2
CCOC(=O)C1CCN(C(=O)Nc2ccc3oc(C)nc3c2)CC1
 : -1, 1.2, -12, 21, 5, 5, 3, 0.5, -5
CCN(CC)CC(O)CN1C(=O)NC(C)(C)C1=O (centres undefined)
 : -6, 0.8, 2, 6, 9, -3, 6, 0.9, -4
Cc1ccc(-c2nnc(N3CCC(C)CC3)c3ccccc23)cc1C
 : -6, -1.7, 90*, 31, -25, 14, 9, 0.1, 26*
C/C(=N\NC(=O)CNC(=O)C(c1ccccc1)c1ccccc1)c1ccc(C)cc1
 : 0, -1.3, 18, 14, -13, 8, 7, 1.0, 6
Cc1ccc(C2NC(=O)NC3=C2CCc2ccccc23)cc1 (centres undefined)
 : -1, -1.0, 56, 28, -3, 13, 15, -0.5, -10
FC(F)(F)c1ccccc1NC(=S)N1CCc2ccccc2C1
 : -6, 0.5, -6, -24, -1, 2, 6, -0.1, 4
CCCS(=O)(=O)N1CCCC(C(=O)NCCN2CCC(Cc3ccccc3)CC2)C1 (centres undefined)
 : -6, 0.2, 13, -7, 2, 0, 15, 0.5, 1
CC1(C)Cc2c(sc3nc(-c4ccccc4)n(N)c(=O)c23)CO1
 : -2, 0.9, 4, -14, 10, 17, 17, 1.5, 2
COC(=O)CSc1nnc(-c2ccc(S(=O)(=O)N3CCCC3)cc2)n1C
 : 5, -0.1, 22, 2&3, -30, 10, 9&8, 0.6, -2
O=C1Nc2ccccc2C(=O)C1(Cl)Cc1ccccc1 (centres undefined)
 : 28, -0.7, 77*, -19, -5, 11, 112*, 0.0, -4
CCCn1nnnc1-c1cc(Cl)cc(Cl)c1
 : 2, -1.0, 22, 15, 13, 3, 12, -0.3, 0
CCCCOc1ccc(S(=O)(=O)Nc2ccc(NC(C)=O)cc2)cc1
 : 7, 4.0, 27, -15, -14, 8, 3, 3.5, -5
Cn1c(CCNC(=O)OC(C)(C)C)n[nH]c1=S
 : -10, 0.3, 1, -9, -5, 23, 13, 0.8, 3
CC(C)NC(=O)Cn1c(=O)cnc2ccccc21
 : 5[fluorescence artefact?], -0.7, 0, 9, 9, 10, 6, 0.8, 10
COCCNC(=O)C(c1ccc(C)o1)N(C(=O)C(=O)NC1CCCCC1)c1ccc(F)cc1 (centres undefined)
 : -6, -0.2, -2, 5, -3, x, 9, 0.6, 1
COCCn1c(SCC(=O)Nc2nnc(C)s2)nnc1-c1ccco1
 : 2, 1.2, 6, 26, -4, 19, 11, 0.0, -1
O=C(NC1CCCCC1)c1noc2c1CCCCC2
 : -2, 2.8, 15, -6, 0, 9, 8, 0.5, 6
CCOc1ccc(Cc2nc(-c3nonc3N)no2)cc1OCC
 : -16, -1.5, 18, -27, 12, 7, x, 0.6, 3
CCOc1cc(-c2noc(-c3cccnc3)n2)ccc1OC
 : 7, 0.6, 13, -7, 16, 40, 15, 0.4, -1
Cc1cccc(CCN(CC(=O)NC(C)(C)C)C(=O)c2csnn2)c1
 : 4, -0.8, 3, -33&-14, 3, x, 6&7, 0.0, -3
Cc1occc1-c1nnc(SCC(=O)Nc2ccc3c(c2)OCO3)n1CC1CCCO1 (centres undefined)
 : 7, -1.0, 31, 20, 1, -3, 17, 0.0, 1
COc1ccccc1C(=O)COC(=O)CNS(=O)(=O)c1ccc(C)cc1
 : 5, -0.5, 18, 25, -18, 2, 4, 0.3, 1
O=C(Nc1cc(C(F)(F)F)ccc1N1CCOCC1)c1ccc[n+]([O-])c1
 : 2, 0.0, -6, 6, 9, 3, 10, 1.2, -4
CC(=O)Nc1nc(SCCCc2ccccc2)n[nH]1
 : 4, -0.2, 24, 15, 9, -3, 7, -0.2, 0
Cc1cc(C(=O)Cn2nc(C(=O)O)c3ccccc3c2=O)c(C)n1-c1cccc(C(F)(F)F)c1
 : 2, 1.5, 23, 9, -19, 5, 5, -0.5, x
CCOc1c(Br)cc(CNc2ccc(N3CCOCC3)cc2)cc1OC
 : -6, 0.9, 20, -5, -4, 27, 5, 0.8, x
O=C(Nn1cc(C(=O)Nc2ccc(F)cc2F)c2ccccc2c1=O)c1cnccn1
 : -22, -0.6, 24, 33, 10, 14, 5, 0.8, -1
CCOC(=O)N1CCN(C(=O)c2c(-c3ccccc3)noc2C)CC1
 : 3[fluorescence artefact?], 0.7, 0, 22, -3, 3, 16, 0.3, 1
COc1ccc(C)cc1S(=O)(=O)N1CCC(C)CC1
 : -14, -0.3, 20, 2, -13, 2, 5, 0.5, 4
CC(C)(C#N)NC(=O)c1ccco1
 : -7, -0.3, -2, -1, 8, 13, 14, -0.1, -3
Cc1cc(C)cc(N=C2NC(=O)/C(=C/c3cccs3)S2)c1
 : -13, -0.7, 54, 18, -27, 5, 9, -0.1, 8
O=C(c1cccc(-c2ccc(O)cc2)c1)N1CCOCC1
 : -2, 0.2, 23, 1, 3, -6, 10, -0.3, -1
O=[N+]([O-])c1cc(C(F)(F)F)cc([N+](=O)[O-])c1N1CCCNCC1
 : -12, 1.2, 4, 5, 11, 14, 10, 1.0, -2
O=C(Nc1nnc(-c2ccc(Cl)cc2)o1)c1cccc(N2C(=O)CCC2=O)c1
 : 27[fluorescence artefact?], -2.0, 25, 9, 3, 5, 4, -0.7, 7
CCN(C(=S)NCc1ccccc1)c1ccccc1
 : 22, -1.1, 22, 8, 9, -10, 1, 0.2, 0
CSc1nc2sc(-c3ccccc3)cc2c(=O)n1N
 : -11, 0.7, 3, 11, 18, 49, x, -0.8, 0
Cc1ccc(S(=O)(=O)NCC(=O)N(c2ccccc2)C(C(=O)NCc2ccccc2)c2ccco2)cc1 (centres undefined)
 : 0, -1.3, 27, 68*, -11, 8, 7, -1.2, 0
CSc1ncccc1C(=O)OCC(=O)c1ccccc1
 : -10, -1.5, -12, 5, 1, -12, 4, 0.3, 0
O=C(NCCc1ccccn1)C1CCN(S(=O)(=O)c2ccc3ccccc3c2)CC1
 : -5, -3.6, -6, -22, -7, -4, 8, -0.4, 3
Cc1ccc(NC(=O)CN(C)S(=O)(=O)c2cccc3nsnc23)cc1
 : -3, -1.5, 8, -13, -4, -1, 13, 0.0, 6
Cc1ccc(NCCC(=O)c2ccccc2)cc1Cl
 : -10, 0.0, 48, -20, 6, -1, 11, -0.2, 3
CCOC(=O)N1CCC(NS(=O)(=O)c2cc(Br)cnc2N)CC1
 : -2, -0.2, 10, 1, 22, -2, 11, 0.0, -6
Cc1cccc(N=C2NC(=O)/C(=C/c3cccn3C)S2)c1C
 : 3, 3.9, 13, -31, -19, 0, 7, 1.3, x
O=C(Cc1ccccc1)N1CCC(c2nc(-c3ccc(F)cc3)no2)CC1
 : -2[fluorescence artefact?], 3.1, 17, -2, -23, 1, 6, 2.3, 11
Cc1ccccc1NC(=O)c1cnc2ccccn2c1=O
 : 2, 1.2, 53, -4, -17, 59*[5 µM], 10, 1.6, -5
O=C1CC(c2cccnc2)c2cc3c(cc2N1)OCO3 (centres undefined)
 : 2, 2.5, -8, 18, 6, 15, 12, 0.5, 3
COc1cc(S(=O)(=O)N(C)C2CCCCC2)c(C)cc1C
 : 3, -2.6, 9, 33, -12, 28, 4, 54*, 6
CCC1(Cc2ccccc2)NC(=O)c2ccccc2O1 (centres undefined)
 : -11, 0.0, 26, 1, 4, 5, 8, 0.7, 5
Cn1ncc(Br)c1C(=O)N1CCOCC1
 : -12, 1.5, 16, 19, -3, 10, 5, 0.9, 0
COc1ccc(N2C(=O)C(Cl)=C(N3CCCC3)C2=O)cc1
 : -7, -0.5, 22, -5, -4, -3, 8, -0.5, -6
NNC(=O)CCc1nc2ccccc2[nH]1
 : -4, -0.6, 16, 11, -25, 11, 3, 0.4, 7
COc1cccc(-c2nn(-c3ccccc3)cc2CN(C)C(C)c2ccon2)c1 (centres undefined)
 : 6, 0.2, -1, 30, -25, 8, 7, 0.5, 8
O=C(CCN1CCOCC1)Nc1ccc2c(c1)CCC2
 : 1, 2.0, 11, 9, -14, 12, 20, 0.6, 2
CCOCC(=O)Nc1cccc(C(=O)OCC)c1
 : -10, 0.4, 32, -11, -2, 11, 12, 0.7, -2
